Bioassay records from PubChem BioAssay.
Bfl-1 Bim block = inhibitors of Bim-Bfl-1 interaction, human | Q16548 | Bead-based flow cytometry, Bim-Bfl-1 binding inhibition | inhibition, % at 10 µM | 190,000 tested, 0.12% active;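 further: 0% = wells without compound plus tracer and 100% = blocker peptide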
Bcl-2 Bim block = disrupts Bim peptide binding to human Bcl-2. P10415. Bead-based flow cytometry, Bim peptide-Bcl-2 binding. inhibition, % at 10 µM. 190,000 tested, 0.06% active. AID 950; in the data active means inhibition above about 40%; inconclusive means no clear call, values can overlap the other calls;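 further: 0% = no compound wells with probe peptide and 100% = reference peptide inhibitor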
Target sequence (P10415 whole entry, looked up): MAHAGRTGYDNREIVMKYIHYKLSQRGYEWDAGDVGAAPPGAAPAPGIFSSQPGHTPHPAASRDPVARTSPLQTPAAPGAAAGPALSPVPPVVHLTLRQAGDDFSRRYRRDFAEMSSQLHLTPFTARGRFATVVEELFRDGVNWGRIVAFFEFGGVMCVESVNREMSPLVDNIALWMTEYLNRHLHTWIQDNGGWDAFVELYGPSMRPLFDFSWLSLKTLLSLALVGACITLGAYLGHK
Bim-Bcl-XL = disrupts Bim peptide binding to human Bcl-XL; bead flow cytometry, fluorescence; 190,000 tested, 0.04% active; inhibition, % at 10 µM; Q07817
Target sequence (Q07817 whole entry, looked up): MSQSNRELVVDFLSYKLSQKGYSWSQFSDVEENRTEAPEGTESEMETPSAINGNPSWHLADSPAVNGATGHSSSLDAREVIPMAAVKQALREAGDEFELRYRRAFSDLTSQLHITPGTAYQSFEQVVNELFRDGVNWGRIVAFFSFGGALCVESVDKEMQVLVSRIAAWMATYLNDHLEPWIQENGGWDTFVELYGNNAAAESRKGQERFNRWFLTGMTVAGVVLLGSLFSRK
RGS4-Gao reg = human RGS4-Galphao interaction regulation. Multiplexed bead flow cytometry, RGS4-Galphao binding; actives lie on both sides. binding response (% of control), % at 10 µM. 220,000 tested, 0.33% active. AID 1415; in the data active means binding response below about 49% or above about 150%; inactive means in between;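 further: fluorescent Galphao activated with aluminum fluoride binding bead-coupled RGS4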
Bcl-B Bim block = inhibitors of Bim-Bcl-B interaction, human | 190,000 tested, 0.073% active | bead-based flow cytometry, Bim peptide-Bcl-B binding | inhibition, % at 10 µM;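 further: 0% = tracer peptide without compound and 100% = reference inhibitor peptide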
Target sequence (Q9HD36 whole entry, looked up): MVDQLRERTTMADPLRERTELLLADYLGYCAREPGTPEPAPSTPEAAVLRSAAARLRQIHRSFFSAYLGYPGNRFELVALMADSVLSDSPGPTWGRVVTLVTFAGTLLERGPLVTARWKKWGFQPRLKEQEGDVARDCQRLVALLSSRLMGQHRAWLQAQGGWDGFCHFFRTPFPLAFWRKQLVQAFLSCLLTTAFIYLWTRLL
RGS8-Gao reg = modulates binding of RGS8 to human Galphao; 220,000 tested, 0.34% active; P09471; response (percent of control binding), % at 10 µM; multiplexed bead flow cytometry; actives lie on both sides; in the data active means response below about 60% or above about 140%; inactive means in between;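 further: Galphao activated as the GDP aluminium fluoride complex binding bead-coupled RGS8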
ABCB1 inh = blocks JC-1 efflux by human ABCB1 transporter; AID 1326; 190,000 tested, 0.067% active; inhibition, % at 6.6 µM; CCRF-Adr cells, flow cytometry; in the data active means inhibition above about 40%;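 further: 0% = vehicle and 100% = reference inhibitor; higher value means more JC-1 retained so stronger ABCB1 efflux block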
RGS7-Gao reg = regulators of human RGS7-Galphao interaction; P09471; Multiplexed bead flow cytometry, RGS7-Galphao binding; actives lie on both sides; binding response (% of control), % at 10 µM; 220,000 tested, 0.35% active; AID 1439; in the data active means binding response below about 49% or above about 150%; inconclusive means no clear call, values can overlap the other calls; inactive means in between;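 further: fluorescent Galphao held in activated GDP-AlF4 state binding bead-coupled RGS7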
ABCG2 block = blocks JC-1 efflux by human ABCG2 transporter; inhibition, % at 6.6 µM; IgMXP3 cells, flow cytometry; 190,000 tested, 0.1% active; AID 1325;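 active means inhibition above 80%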;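 further: 0% = DMSO and 100% = nicardipine control wells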
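test system = two drug-resistant human cell lines, ABCG2 and ABCB1 | amount = 3 million cells/mL final, two lines in 1:1 ratio | reagent = JC-1 transporter substrate | doses = one concentration, 6.6 µM final | incubation = 10 min at 25 °C | signal = flow cytometric JC-1 green MFI at 530 nm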
Bim-Bcl-W = inhibitors of Bim-Bcl-W interaction, human; Q92843; bead-based flow cytometry, Bim peptide-Bcl-W binding; inhibition, % at 10 µM; 190,000 tested, 0.02% active;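 further: 0% = bound tracer without compound and 100% = peptide blocker; higher means less fluorescent Bim peptide bound to Bcl-W beads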
Target sequence (Q92843 whole entry, looked up): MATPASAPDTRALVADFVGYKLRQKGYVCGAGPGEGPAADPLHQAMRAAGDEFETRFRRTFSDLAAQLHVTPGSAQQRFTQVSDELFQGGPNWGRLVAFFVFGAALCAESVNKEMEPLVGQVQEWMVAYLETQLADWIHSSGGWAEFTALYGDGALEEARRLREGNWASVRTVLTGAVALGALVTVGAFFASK
GSH bead fluor = GSH bead compound fluorescence profile; AID 1776; fluorescence (KMESF) at 10 µM; GSH beads flow cytometry, compound fluorescence 488/530 nm; hits give high values; 190,000 tested, 0.25% active; in the data active means fluorescence above about 89;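 further: glutathione beads carrying GST-tagged Bcl family fusion proteins plus one bare bead set; values are compound well signal with DMSO vehicle wells as background; inactives centre near 16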
Starred values were filed as active, the others as inactive; u = inconclusive; x = not tested or not shown. Unless noted, no stated cut-off is given here; in the data, active means inhibition above about 40%.

Keys – A = Bfl-1 Bim block; B = Bcl-2 Bim block; C = Bim-Bcl-XL; D = RGS4-Gao reg; E = Bcl-B Bim block; F = RGS8-Gao reg; G = ABCB1 inh; H = RGS7-Gao reg; I = ABCG2 block; J = Bim-Bcl-W; K = GSH bead fluor
canonical_smiles: C=CCOc1ccc(C2NC(=O)NC(C)=C2C(=O)OC)cc1 (configuration not stated)
  A: -5.0 | B: -5.0 | C: -2.0 | D: 105.4 | E: -5.0 | F: 111.1 | G: 0.5 | H: 103.2 | I: 1.4 | J: -1.0 | K: 32
canonical_smiles: O=c1[nH]c(CSc2nnc(-c3ccccc3)n2C2CCCCC2)nc2ccccc12
  A: 0.0 | B: 0.0 | C: -1.0 | D: 99.8 | E: -2.0 | F: 100.5 | G: 0.6 | H: 99.8 | I: 3.9 | J: -2.0 | K: 15
canonical_smiles: CCCN1C(=O)c2ccccc2NC1c1ccc(OC)cc1OC (configuration not stated)
  A: -2.0 | B: 0.0 | C: -1.0 | D: 98.8 | E: -1.0 | F: 99.2 | G: 1.4 | H: 99.5 | I: 3.6 | J: -3.0 | K: 14
canonical_smiles: CSCC[C@H](NC(=O)CCNC(C)=O)c1nc2ccccc2[nH]1
  A: -2.0 | B: -4.0 | C: -4.0 | D: 105.1 | E: -1.0 | F: 115.3 | G: 0.3 | H: 110.5 | I: 1.0 | J: -5.0 | K: 13
canonical_smiles: CCCC(=O)N1CCN(c2ccc(NC(=O)c3ccco3)cc2)CC1
  A: -2.0 | B: -3.0 | C: -4.0 | D: 97.8 | E: 3.0 | F: 99.5 | G: 0.3 | H: 99.6 | I: 1.0 | J: -2.0 | K: 21
canonical_smiles: CCc1ccc(S(=O)(=O)NCc2cn3c(C)csc3n2)s1
  A: -13.0 | B: -7.0 | C: -11.0 | D: 104.4 | E: -5.0 | F: 103.7 | G: 0.4 | H: 103.6 | I: 5.6 | J: -5.0 | K: 15
canonical_smiles: Cc1ccccc1CN1C[C@@H]2C[C@@H](c3cn[nH]c3-c3ccccc3)N3CCC[C@@]23C1=O
  A: 0.0 | B: -3.0 | C: 0.0 | D: 105.1 | E: -6.0 | F: 101.2 | G: -0.1 | H: 107.3 | I: 17.1 | J: -1.0 | K: 10
canonical_smiles: COc1ccc(OCCNC(=O)c2ccccc2OCC(=O)Nc2ccc(NC(C)=O)cc2)cc1
  A: 0.0 | B: 2.0 | C: -5.0 | D: 99.8 | E: 0.0 | F: 103.0 | G: -0.1 | H: 100.9 | I: 0.7 | J: 0.0 | K: 10
canonical_smiles: CC(C)CCNC(=O)COC(=O)c1ccc(Br)o1
  A: 0.0 | B: 4.0 | C: -1.0 | D: 100.7 | E: -3.0 | F: 100.7 | G: 0.0 | H: 97.9 | I: 0.9 | J: -1.0 | K: 21
canonical_smiles: Cc1c(C(=O)C(=O)NCCCn2ccnc2)c2ccccc2n1C
  A: -4.0 | B: -1.0 | C: -2.0 | D: 102.8 | E: -4.0 | F: 102.9 | G: 1.3 | H: 113.7 | I: 3.8 | J: 0.0 | K: 12
canonical_smiles: O=C(O)COc1ccc(C(=O)c2ccccc2)cc1
  A: 0.0 | B: -5.0 | C: -4.0 | D: 101.7 | E: 0.0 | F: 101.8 | G: 0.4 | H: 103.2 | I: 0.1 | J: -3.0 | K: 68
canonical_smiles: CCOC(=O)C1=NN(C(=O)COc2ccccc2)C(O)(c2ccc(Br)cc2)C1 (configuration not stated)
  A: -4.0 | B: -4.0 | C: -3.0 | D: 99.7 | E: -4.0 | F: 109.4 | G: 0.4 | H: 101.3 | I: 0.1 | J: -3.0 | K: 17
canonical_smiles: COCCCNc1nnc(Cc2ccccc2)c2ccccc12
  A: -5.0 | B: -3.0 | C: -3.0 | D: 84.3 | E: -4.0 | F: 94.5 | G: 1.3 | H: u | I: 12.8 | J: 0.0 | K: 15
canonical_smiles: COc1ccc(C2CC(=O)c3sc(N)nc3C2)cc1 (configuration not stated)
  A: 7.0 | B: 3.0 | C: 0.0 | D: 100.8 | E: -2.0 | F: 99.7 | G: 0.4 | H: 97.0 | I: 1.9 | J: 1.0 | K: 23
canonical_smiles: O=C(NCC1CCCO1)c1ccc(Oc2ccc([N+](=O)[O-])cc2Cl)cc1 (configuration not stated)
  A: -4.0 | B: -1.0 | C: -4.0 | D: 99.3 | E: -6.0 | F: 101.3 | G: 3.0 | H: u | I: 8.9 | J: -4.0 | K: 16
canonical_smiles: COC(=O)C(C)NC(=O)C(C)NC(=O)OCc1ccccc1 (configuration not stated)
  A: -3.0 | B: 0.0 | C: -1.0 | D: x | E: -1.0 | F: x | G: 0.2 | H: x | I: 0.2 | J: -3.0 | K: 15
canonical_smiles: CC(C)P(=O)(c1cccc(C(=O)O)c1)C(C)C
  A: -3.0 | B: -3.0 | C: -2.0 | D: 96.0 | E: -5.0 | F: 97.9 | G: 0.2 | H: 97.2 | I: 27.9 | J: -1.0 | K: 8
canonical_smiles: Cc1ccccc1NC(=O)N1CCCC1C(=O)NCc1cccs1 (configuration not stated)
  A: 0.0 | B: -8.0 | C: 0.0 | D: 90.6 | E: 1.0 | F: 98.0 | G: 0.1 | H: 95.1 | I: 0.2 | J: 0.0 | K: 20
canonical_smiles: Cc1cccn2c(=O)c3cc(C#N)c(=N)n(Cc4ccncc4)c3nc12
  A: 1.0 | B: -5.0 | C: -4.0 | D: 101.4 | E: -2.0 | F: 100.0 | G: 1.6 | H: 101.2 | I: 21.2 | J: -1.0 | K: 25
canonical_smiles: CS(=O)(=O)N1CCN(c2nc(-c3ccccc3)cs2)CC1
  A: -10.0 | B: -11.0 | C: -4.0 | D: 103.1 | E: -6.0 | F: 107.0 | G: 0.3 | H: 102.2 | I: 2.8 | J: 1.0 | K: 16
canonical_smiles: O=C1c2ccccc2C(=O)N1Cc1cc(-c2ccccc2)no1
  A: -1.0 | B: 5.0 | C: -1.0 | D: 118.0 | E: 0.0 | F: 101.9 | G: -5.2 | H: 109.2 | I: -5.5 | J: 4.0 | K: 32
canonical_smiles: CCCCOCCCNC(=O)Cc1ccccc1OC
  A: -1.0 | B: -2.0 | C: -2.0 | D: 102.4 | E: -5.0 | F: 100.9 | G: 0.4 | H: 98.7 | I: 0.4 | J: 0.0 | K: 10
canonical_smiles: COc1ccc(/C=C/C(=O)c2ccc(NC3=NCCCS3)cc2)cc1OC
  A: 3.0 | B: 6.0 | C: 0.0 | D: 99.0 | E: -5.0 | F: 103.0 | G: 0.9 | H: 98.3 | I: 1.3 | J: 4.0 | K: 21

Two of these compounds, set out differently.
mol,Bfl-1 Bim block,Bcl-2 Bim block,Bim-Bcl-XL,RGS4-Gao reg,Bcl-B Bim block,RGS8-Gao reg,ABCB1 inh,RGS7-Gao reg,ABCG2 block,Bim-Bcl-W,GSH bead fluor
COC(=O)C(C)NC(=O)C(C)NC(=O)OCc1ccccc1 (configuration not stated),-3.0,0.0,-1.0,x,-1.0,x,0.2,x,0.2,-3.0,15
CC(C)P(=O)(c1cccc(C(=O)O)c1)C(C)C,-3.0,-3.0,-2.0,96.0,-5.0,97.9,0.2,97.2,27.9,-1.0,8

Another view of 4 compounds above.
SMILES: Cc1ccccc1NC(=O)N1CCCC1C(=O)NCc1cccs1 (configuration not stated)
  Bfl-1 Bim block: 0.0
  Bcl-2 Bim block: -8.0
  Bim-Bcl-XL: 0.0
  RGS4-Gao reg: 90.6
  Bcl-B Bim block: 1.0
  RGS8-Gao reg: 98.0
  ABCB1 inh: 0.1
  RGS7-Gao reg: 95.1
  ABCG2 block: 0.2
  Bim-Bcl-W: 0.0
  GSH bead fluor: 20

SMILES: Cc1cccn2c(=O)c3cc(C#N)c(=N)n(Cc4ccncc4)c3nc12
  Bfl-1 Bim block: 1.0
  Bcl-2 Bim block: -5.0
  Bim-Bcl-XL: -4.0
  RGS4-Gao reg: 101.4
  Bcl-B Bim block: -2.0
  RGS8-Gao reg: 100.0
  ABCB1 inh: 1.6
  RGS7-Gao reg: 101.2
  ABCG2 block: 21.2
  Bim-Bcl-W: -1.0
  GSH bead fluor: 25

SMILES: CS(=O)(=O)N1CCN(c2nc(-c3ccccc3)cs2)CC1
  Bfl-1 Bim block: -10.0
  Bcl-2 Bim block: -11.0
  Bim-Bcl-XL: -4.0
  RGS4-Gao reg: 103.1
  Bcl-B Bim block: -6.0
  RGS8-Gao reg: 107.0
  ABCB1 inh: 0.3
  RGS7-Gao reg: 102.2
  ABCG2 block: 2.8
  Bim-Bcl-W: 1.0
  GSH bead fluor: 16

SMILES: O=C1c2ccccc2C(=O)N1Cc1cc(-c2ccccc2)no1
  Bfl-1 Bim block: -1.0
  Bcl-2 Bim block: 5.0
  Bim-Bcl-XL: -1.0
  RGS4-Gao reg: 118.0
  Bcl-B Bim block: 0.0
  RGS8-Gao reg: 101.9
  ABCB1 inh: -5.2
  RGS7-Gao reg: 109.2
  ABCG2 block: -5.5
  Bim-Bcl-W: 4.0
  GSH bead fluor: 32
